# Bioassay records (PubChem BioAssay)
# ssDAF12 agonist: activates DAF-12 receptor from parasite S. stercoralis. HEK293 ssDAF-12/GRIP1 lit1-tk-luc reporter, luminescence; % of 3 µM dafachronic acid response. activation, % at 6.8 µM. actives 1% (n = 370,000). AID 652126;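 active means activation above the mean over all tested compounds plus 3 SD, cut at about 0.9% in these data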;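 further: 0% = DMSO-only wells and 100% = 3 µM delta7-dafachronic acid wells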
# PLC-beta3 inh: blocks human PLC-beta3 enzyme activity; inhibition, % at 12.2 µM; Q01970; Purified PLC-beta3, fluorogenic substrate, fluorescence; actives 0.18% (n = 370,000); AID 720704; in the data active means inhibition above about 11%;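 further: 0% = median of compound wells on plate and 100% = full blocker control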
# hgDAF12 agonist: hgDAF-12 agonism, primary luciferase screen | AID 687014 | actives 1.8% (n = 370,000) | activation, % at 6.8 µM | HEK293 GAL4-hgDAF12 UAS-luciferase reporter, agonist luminescence; normalized to butyrate control;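 active means activation above a cutoff set at the mean of all screened compounds plus 3 SD, cut at about 10% in these data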;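 further: 0% = DMSO wells and 100% = sodium butyrate wells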
# GAA850 FXN act: increases GAA850 frataxin promoter reporter activity. HEK293 lucGAA850 FXN promoter luciferase reporter, 24 h; percent of 10 µM SAHA response. actives 0.56% (n = 360,000). AID 540364. activation, % at 6 µM;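 active means activation above the average of all compounds screened plus 3 SD, cutoff fixed separately per campaign, cut at about 7.5% in these data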;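 further: 0% = DMSO wells and 100% = 10 µM SAHA wells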
# NR1D1 modulator: Rev-erb alpha (human) modulation; Rev-erbα–FITC-DNA binding, fluorescence polarization, 90 min; actives 0.79% (n = 370,000); activity, % at 10 µM; AID 1259318;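 active means activity above about 14%, limit read from the data; passing the limit was not always enough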;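 further: 0% = DMSO wells with 35 nM protein and 100% = DMSO wells with 750 nM protein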
# Target sequence (P20393 whole entry, looked up): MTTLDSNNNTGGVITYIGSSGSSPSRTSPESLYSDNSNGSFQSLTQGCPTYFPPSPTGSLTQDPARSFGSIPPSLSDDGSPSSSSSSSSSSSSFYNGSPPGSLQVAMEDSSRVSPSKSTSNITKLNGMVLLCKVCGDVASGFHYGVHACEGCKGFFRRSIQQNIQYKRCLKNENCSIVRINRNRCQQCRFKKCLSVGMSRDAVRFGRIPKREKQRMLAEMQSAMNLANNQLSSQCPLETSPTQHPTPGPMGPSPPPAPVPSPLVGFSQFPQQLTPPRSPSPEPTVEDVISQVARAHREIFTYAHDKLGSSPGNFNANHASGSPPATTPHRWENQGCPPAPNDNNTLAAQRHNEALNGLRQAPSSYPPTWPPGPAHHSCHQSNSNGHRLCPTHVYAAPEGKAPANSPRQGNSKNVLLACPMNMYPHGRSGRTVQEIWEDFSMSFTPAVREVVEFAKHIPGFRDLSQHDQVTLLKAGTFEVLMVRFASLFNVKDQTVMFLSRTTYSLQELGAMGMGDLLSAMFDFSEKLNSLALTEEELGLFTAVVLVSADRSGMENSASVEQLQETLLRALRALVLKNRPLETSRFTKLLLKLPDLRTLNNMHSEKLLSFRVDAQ
# PG9 Ab binder: PG9 antibody binding by small molecule; TR-FRET gp120-PG9 antibody binding; inhibition, % at 6.7 µM; actives 0.43% (n = 360,000); AID 624416; in the data active means inhibition above about 8.5%
# hcDAF-12 act: activators of H. contortus DAF-12 nuclear receptor. AID 652067. HEK293 hcDAF-12 lit1-tk-luc reporter, luminescence; 0% DMSO, 100% Δ7-dafachronic acid. actives 1.4% (n = 370,000). activation, % at 6.8 µM;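 active means activation above the mean of all tested compounds plus 3 SD, cut at about 5.5% in these data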;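 further: 100% = response to 3 µM Δ7-dafachronic acid high control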
# DAX1 inh-1: inhibits human nuclear receptor DAX1; P51843; HEK293 Gal4-DAX1 luciferase reporter, luminescence; inhibition, % at 6.75 µM; actives 0.99% (n = 340,000); AID 504766;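 active means inhibition above the mean over all tested compounds plus 3 SD, cut at about 4.2% in these data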;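 further: 0% = DAX1-transfected cells with DMSO and 100% = empty-vector control cells with DMSO; inhibition shows as a rise in luminescence from relieved DAX1 repression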
# Target sequence (P51843 207-470 limits assumed): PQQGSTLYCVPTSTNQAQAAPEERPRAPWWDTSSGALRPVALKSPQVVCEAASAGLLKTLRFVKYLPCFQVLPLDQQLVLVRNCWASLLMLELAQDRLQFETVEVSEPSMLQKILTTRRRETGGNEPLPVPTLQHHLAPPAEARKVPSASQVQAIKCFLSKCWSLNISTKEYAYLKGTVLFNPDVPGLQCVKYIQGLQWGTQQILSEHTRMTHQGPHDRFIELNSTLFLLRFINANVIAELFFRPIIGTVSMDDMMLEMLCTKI
# HGIII-sPLA2 inh: Inhibits HGIII-sPLA2 liposome hydrolysis, primary screen | Q9NZ20 | QFRET BODIPY PC-A2 liposome hydrolysis, fluorescence | inhibition, % at 12.2 µM | actives 0.56% (n = 370,000) | AID 743126;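 active means inhibition above mean plus 3 SD of compounds lying within the high and low control bounds, cut at about 19% in these data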;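 further: 0% = median of test compound wells and 100% = no enzyme DMSO wells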
# SMARCA2 activ: increases SMARCA2 function in MMTV reporter cells; MG213 cells, MMTV-luciferase reporter, dexamethasone, overnight; activation, % at 9.1 µM; actives 1% (n = 370,000); in the data active means activation above about 7.8%;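 further: 0% = vehicle wells and 100% = reference activator wells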
# DAX1 inh-2: blocks DAX1 repression of SF-1 activated StAR promoter; AID 652010; actives 1.1% (n = 370,000); inhibition, % at 6.8 µM; HEK293T StAR-luciferase reporter, SF-1/DAX-1 repression relief;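 active means inhibition above the mean over all tested compounds plus 3 SD, cut at about 3.6% in these data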;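 further: 0% = DAX-1 cells with DMSO and 100% = cells lacking DAX-1 with DMSO; higher inhibition means more luminescence from relief of DAX-1 repression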
# The depositor's hits bear a star; i = inactive; · = no result given.
SMILES,ssDAF12 agonist,PLC-beta3 inh,hgDAF12 agonist,GAA850 FXN act,NR1D1 modulator,PG9 Ab binder,hcDAF-12 act,DAX1 inh-1,HGIII-sPLA2 inh,SMARCA2 activ,DAX1 inh-2
Fc1ccc(-c2ncc3ccccn23)cc1,-1.1,-120,4.6,0.0,1,-0.7,1.7,0.1,-3,-1,0.2
Cc1onc(-c2c(F)cccc2Cl)c1C(=O)N(Cc1ccccc1)C(C)C,-0.9,-2,0.8,-1.0,8,-0.9,-1.3,1.3,-3,0,-0.5
Cc1cnc(C(=O)Nc2ccc(S(=O)(=O)N(C(C)C)C(C)C)cc2)cn1,-0.6,-6,0.1,-0.7,-1,-0.1,1.0,2.8,-2,1,0.0
CC(C)(C)NC(=O)NC(=O)CN1C(=O)NC(C)(c2ccccc2)C1=O (centres undefined),-0.9,-10,-0.2,-2.1,2,-1.3,-4.1,-0.3,1,-4,-0.4
COc1ccc(C(C)=O)cc1COC(=O)Cc1cc(OC)c(OC)c(OC)c1,-1.2,-9,-2.3,-0.4,5,-1.0,0.4,0.1,8,-1,0.0
Cc1sc2ncnc(N3CCN(C(=O)c4ccco4)CC3)c2c1C,-1.7,-2,-6.5,1.8,-5,-1.9,-2.6,-0.9,0,-2,-1.3
CCC/C(C)=N\Nc1nc2c(c(=O)n(C)c(=O)n2C)n1C,-0.2,-5,1.0,1.2,2,-8.3,1.8,·,-1,7,0.0
CC(=O)N1CCCc2cc(S(=O)(=O)N3CCCC(C(=O)N4CCN(c5ccccc5)CC4)C3)ccc21 (centres undefined),-2.2,-2,-7.3,-3.3,-3,1.3,-2.9,-1.8,-2,-4,-1.3
Cc1cccc(-n2nnnc2SCn2nnc3ccccc3c2=O)c1,-0.9,5,3.0,-0.8,-6,-0.3,2.1,-0.1,1,3,-0.8
COCCCN1C(=O)c2ccc(C(=O)Nc3ccc(OC)cc3)cc2C1=O,-0.9,-2,7.3,-0.3,-4,1.3,2.4,0.4,-2,-2,0.0
O=C(O)CCCCCNS(=O)(=O)c1c(Cl)cccc1Cl,-1.4,0,-0.5,-0.2,0,2.5,-2.6,-0.9,1,-1,-0.6
O=C(Nc1ccccc1C(=O)N1CCCCCC1)c1ccccc1Cl,-1.8,0,-2.0,0.4,0,0.8,0.8,0.7,-2,-1,-0.3
Cc1ccc(-c2[nH]ncc2CNCCc2cnn(-c3ccccc3)c2)cc1C,-0.7,-10,-1.9,0.7,0,0.0,0.2,0.2,-12,1,-0.6
COc1ccc2c(=O)c3c(=O)n(Cc4ccco4)c(C(C)C)nc3oc2c1,-0.9,-1,-0.3,-2.3,-5,-1.2,-0.1,1.0,0,-2,-0.2
Cc1cccc(N(CC(=O)N=Nc2c(O)[nH]c3ccccc23)S(C)(=O)=O)c1C,-0.6,2,0.8,1.1,-9,-1.7,3.7,-0.2,-22,1,-0.3
O=C(NCCc1ccc(Cl)cc1)C1CC(=O)N(C2CCCCC2)C1 (centres undefined),-1.3,1,0.2,0.0,-5,0.6,-0.3,0.7,5,-3,0.2
Cc1ccc(O)c(-c2cc(C(=O)Nc3cccnc3)[nH]n2)c1,-0.1,-30,19*,5.0,-4,-0.3,1.7,7.0*,-24,7,4.8*
COc1cc(Cl)c(C)cc1NC(=O)CN1CCCCCC1,-0.7,1,0.7,1.8,-5,-0.8,0.6,1.2,0,-1,0.3
O=C(N/N=C/c1c[nH]c2ccccc12)C1CC(=O)N(c2ccccc2)C1 (centres undefined),-1.1,-2,0.3,-0.4,-1,-0.1,2.8,0.3,1,-1,-0.8
CCCC(=O)N1CCC1(C)C(=O)NS(=O)(=O)c1ccccc1Cl (centres undefined),-1.2,4,-1.6,0.2,1,-0.4,1.3,·,6,7,0.6
COC(=O)COc1ccc(/C=N/NC(=O)c2ccc(N(Cc3ccccc3)S(C)(=O)=O)cc2)cc1,-1.5,-8,-1.3,0.6,2,0.8,1.6,-0.8,1,-3,-0.1
COc1c(Br)cc(C(N)=O)cc1OCc1ccccc1,-1.5,0,-2.3,5.1,0,-2.4,-0.9,-1.7,-7,-1,0.4
CC1=Nc2cc(C(=O)NCCCN3CCOCC3)ccc2Sc2c(C)ccc(C)c21,-1.4,-7,-0.4,-2.6,-3,-2.3,-1.7,-1.2,-9,-2,-0.3
CN(C)c1ccc(NC(=S)OC2CCC23CCC(c2ccccc2)CC3)cc1 (centres undefined),-1.5,5,0.0,·,-1,·,-0.6,·,5,-5,0.4
Cc1ccc(S(=O)(=O)N2CCCCC2)cc1NC(=O)Cn1cc(C(F)(F)F)ccc1=O,-1.2,-2,-0.3,1.7,4,1.9,0.3,-0.2,2,-3,0.3
CC(=O)Nc1ccc(NC(=O)COC(=O)/C(=C/c2ccccc2)n2nnnc2C)cc1,-0.6,-9,-0.2,-1.4,-3,2.9,0.8,1.6,11,-1,-1.7
CC(=O)n1c2ccccc2c2nc(NC(C)C)sc21,0.1,-1,2.4,2.3,3,-3.3,2.7,1.1,2,-4,-0.2
Oc1cccc(/C=N/Nc2cccc3cccnc23)c1,3.7*,-20,23*,5.4,-4,-2.6,21*,2.7,-12,7,5.7*
O=C(CSCc1ccccc1Cl)Nc1ccc2c(c1)OCCO2,-1.0,5,11*,0.8,2,-1.3,3.1,5.8*,-7,7,3.3
CC1CN(C(=O)c2ccn(C)n2)CC(C)O1 (centres undefined),-1.5,1,-2.7,-2.1,-1,-0.7,-2.4,0.2,-6,-1,0.1
CCCc1ccc(C(=O)CCC(=O)O)cc1,-0.6,-2,-0.3,0.9,0,-2.1,-0.4,1.8,-5,3,0.0
COc1ccc(OC)c(-c2csc(NC(=O)CN3C(=O)C4CCCCC4C3=O)n2)c1 (centres undefined),-1.6,0,0.3,-0.6,3,-0.1,-0.6,-0.7,-18,-2,0.6
O=C(NC1CC1)C1CCN(c2ncnc3c2sc2cccc(F)c23)CC1,-1.4,-58,-2.4,-0.4,-4,0.6,-0.5,-1.3,-1,-3,-1.4
O=C(c1ccc(CSc2nc3ccncc3[nH]2)cc1)N1CCCCCC1,-0.3,-4,13*,2.3,-2,-3.4,3.6,-3.5,-19,4,1.0
N#CCN1C(=O)C2CCCN2c2ccc(S(=O)(=O)N3CCOCC3)cc21 (centres undefined),-1.2,-31,-1.3,2.0,-4,-0.9,-1.0,-0.1,-8,0,0.3
Cc1cc(S(=O)(=O)N2CCOCC2)ccc1OCC(=O)Nc1cccc(C(F)(F)F)c1,-1.6,-4,0.0,-1.6,-5,-1.0,-0.7,0.1,2,0,-0.3
O=C(Nc1ccccc1)C1CCN(C(=O)c2ccco2)CC1,-1.2,-7,2.2,0.6,7,-1.1,0.1,-0.6,17,0,-0.2
Cc1ccc(NCc2nnc(SCC(=O)Nc3cccc(O)c3)n2CC2CCCO2)c(C)c1 (centres undefined),-0.8,-1,-2.7,0.1,-1,-1.8,0.0,-1.5,-30,-2,-0.5
O=C(NN=C1CCCC1)C1COc2ccccc2O1 (centres undefined),-1.6,-9,2.6,-2.7,-1,1.5,-1.2,-0.8,8,-2,-2.0
CC(C)CNC(=O)COC(=O)c1ccc([N+](=O)[O-])cc1Cl,-1.5,-1,0.6,-0.5,2,-0.9,-2.7,0.1,16,-2,0.2

# Arranged by the number under SMARCA2 activ (low to high): 3 from the list above.
SMILES	SMARCA2 activ
CC(=O)n1c2ccccc2c2nc(NC(C)C)sc21	-4
COc1ccc(C(C)=O)cc1COC(=O)Cc1cc(OC)c(OC)c(OC)c1	-1
Cc1cccc(-n2nnnc2SCn2nnc3ccccc3c2=O)c1	3

# Additional entries follow.
SMILES,ssDAF12 agonist,PLC-beta3 inh,hgDAF12 agonist,GAA850 FXN act,NR1D1 modulator,PG9 Ab binder,hcDAF-12 act,DAX1 inh-1,HGIII-sPLA2 inh,SMARCA2 activ,DAX1 inh-2
O=C(CNC(=O)c1ccccc1)NCC(=O)OCc1ccc(Cl)cc1,-1.1,-1,-0.4,-1.0,4,0.9,-0.2,-0.8,4,-3,-0.1
CCN(CC)C(=O)C1=C(C)N(Cc2ccc(F)cc2)C(=O)C(CC(=O)NCC2CCCCC2)C1 (centres undefined),-0.3,1,1.8,-3.0,0,-0.7,0.5,0.2,-2,-2,-0.8
CCOC(=O)c1cc(-c2cccs2)nc2c1c(C)nn2-c1ccccn1,-2.2,i,4.1,2.4,-1,1.1,-0.8,-0.9,-4,0,-1.3
CCC(=O)CN(Cc1cc(OC)ccc1OC)S(=O)(=O)c1ccccc1Br,-1.0,0,-3.4,1.4,-9,-1.9,-0.4,-0.5,0,3,-1.3
COc1ccc(COC(=O)c2cccc(S(=O)(=O)N3CCN(C(C)=O)CC3)c2)cc1F,-1.1,-3,-4.3,-1.2,5,0.9,-4.0,-1.1,-1,-3,-4.9
COc1ccc(OC)c(N(CC(=O)N2CCC(C)CC2)S(=O)(=O)c2ccccc2)c1,-1.4,2,-1.8,-1.6,1,-3.3,-1.1,0.6,-2,-2,0.3
CC(=O)N1CCCc2cc(S(=O)(=O)CCC(=O)Nc3cccc(C)c3C)ccc21,-0.7,-1,-0.2,-0.3,5,-0.1,-1.8,-0.1,0,-1,-0.2
COc1ccc(S(=O)(=O)N2CCN(S(=O)(=O)c3ccc(C(F)(F)F)cc3)CC2)cc1C,-0.6,-1,1.0,-1.0,4,-1.2,-1.4,0.2,4,-3,-0.2
COC(=O)[C@@]12C[C@@H](CC(=O)NCCCCc3ccccc3)C(=O)N(Cc3ccc4c(c3)OCO4)C1=CCC(C)(C)C2,-1.1,0,-2.0,·,8,-0.6,-1.8,·,-11,-4,1.7
Cc1ccc(SCC(=O)NNC(=O)c2ccccc2)cc1C,-0.5,-5,-0.2,0.0,2,0.1,-1.1,-0.4,-5,9.6*,0.3
O=C(N/N=C\c1cn[nH]c1-c1ccc(Cl)cc1)c1cccs1,0.3,-15,10,0.4,0,-1.8,-0.5,0.2,-8,7,1.0
COc1ccc(CCNC(=O)Nc2cccs2)c(OC)c1,-1.5,-23,0.6,-0.3,1,0.5,-1.9,0.6,5,0,0.0
CCc1nc2ccc(C(=O)NCc3ccc4c(c3)OCO4)cn2c1N(CC)CCOC,-1.0,-5,1.5,-0.2,-3,1.0,-1.9,·,7,1,-1.0
CC(=O)N1CCN(C(=O)c2ccc(S(=O)(=O)Nc3ccccc3Cl)cc2)CC1,-1.4,-5,-2.3,0.5,1,0.2,-0.8,0.3,10,-4,1.4
CCCN(CCC)C(=O)c1c(NC(=O)CC)sc2c1CCCCC2,-1.2,3,-1.2,-0.9,1,-1.6,-2.0,-1.7,5,-3,-1.1
COc1cc2oc(=O)cc(-c3ccc(-c4ccc(C)cc4)cc3)c2c(OC)c1OC,-1.5,-2,0.4,0.0,7,-0.2,-1.2,-0.4,-3,0,-1.1
CN(C(=O)c1ccco1)c1nc(-c2ccc(Cl)cc2)cs1,-1.1,-1,2.0,1.6,2,-0.6,0.7,0.5,-5,1,0.0
O=C(COc1ccc(/C=N/NS(=O)(=O)c2ccccc2)cc1)Nc1cccc(Cl)c1,-1.1,2,4.0,-0.8,5,0.3,0.2,-0.9,-31,3,1.8
